# Bioassay records (PubChem)
# TCR activator: T cell receptor activation; primary human leukocytes, anti-CD3, IL-2 HTRF, 48 h; Potency, µM (series often up to 9.22 µM), inactives show top-dose activation of IL-2 secretion, usual class: activators; 330,000 tested, under 10 active; AID 504894; also: % of control where 0% means no effect
#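 TCR engagement came from a-CD3 beads alone, with compounds added to primary human leukocytes for 48 hr. Secreted IL-2 bridged europium cryptate- and d2-labelled anti-IL-2 antibodies, giving FRET emission at 665nm after 320nm excitation.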
# TSHR antag: human thyrotropin receptor antagonism. P16473. TSHR-expressing cells, TSH-stimulated cAMP HTRF, 2 h; hits give low values. activity change, negative = inhibition, % at 11.5 µM. 330,000 tested, 0.2% active;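 active = activity change below a set negative limit, meaning inhibition stronger than a set level, cut at about -70% in these data; inconclusive = activity change between two set negative limits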; also: % is scaled to controls: 0 for no effect and ±100 for the full control effect
#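 Competitive HTRF cAMP read-out (cryptate anti-cAMP antibody, cAMP-d2; 30 min, room temperature) in freshly harvested TSHR cells. Compounds added before TSH at EC80 (4nM final), followed by 2 hours' incubation at 37 deg C.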
# Menin-MLL TR inh: menin-MLL binding inhibition, Texas Red mutant peptide; Potency, µM (titrated, usually from 61.6 µM), without a hit: at the top dose FP activity change, negative = inhibition, actives largely listed as inhibitors; O00255; 270,000 tested, 0.23% active; AID 1768; Menin + Texas Red MLL mutant peptide, fluorescence polarization; active = well fitted inhibition curve with a large enough effect in the polarisation, with a control signal flat, not every such curve was filed as active; inconclusive = small, poorly fitted or top-dose-only effect, or effect the other way, or a change in a side signal; inactive = no such curve, though single readings can be large or run the other way; the % refers to the polarisation; also: potency is read from the fitted curve at half-maximal effect; % of control where 0% means no effect; many of its hits are not listed in these tables
# Target sequence (O00255 whole entry, looked up): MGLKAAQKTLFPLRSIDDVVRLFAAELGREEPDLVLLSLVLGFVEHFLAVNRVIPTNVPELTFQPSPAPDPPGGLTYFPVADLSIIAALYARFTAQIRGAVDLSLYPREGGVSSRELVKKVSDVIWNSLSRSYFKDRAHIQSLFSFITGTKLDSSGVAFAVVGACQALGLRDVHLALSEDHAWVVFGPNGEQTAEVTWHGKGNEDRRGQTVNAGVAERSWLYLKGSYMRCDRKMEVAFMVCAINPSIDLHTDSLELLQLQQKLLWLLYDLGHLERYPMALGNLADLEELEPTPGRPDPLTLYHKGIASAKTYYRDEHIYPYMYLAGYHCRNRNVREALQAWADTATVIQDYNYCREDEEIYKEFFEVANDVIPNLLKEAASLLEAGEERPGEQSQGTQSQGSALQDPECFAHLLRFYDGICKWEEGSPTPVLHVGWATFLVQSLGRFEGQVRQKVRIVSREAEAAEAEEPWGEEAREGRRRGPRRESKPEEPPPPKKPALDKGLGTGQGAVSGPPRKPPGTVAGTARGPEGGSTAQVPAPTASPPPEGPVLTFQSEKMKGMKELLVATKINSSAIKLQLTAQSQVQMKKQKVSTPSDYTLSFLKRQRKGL
# PTAP TSG101 blk: blocks PTAP/TSG101 interaction to inhibit HIV-1 budding; 340,000 tested, under 10 active; Fluorescence polarization, FITC-PTAP peptide / Tsg101 binding; Q99816; Potency, µM (titrated, usually from 115 µM), for inactives: at the highest dose activity change, negative = inhibition, hits mostly inhibitors; AID 493005; active = well fitted inhibition curve with a large enough effect in the main read-out, with a control signal flat, not every such curve was filed as active; inconclusive = small, poorly fitted or top-dose-only effect, or effect the other way, or a change in a side signal; inactive = no such curve, though single readings can be large or run the other way; also: potency is read from the fitted curve at half-maximal effect; % of control where 0% means no effect
#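 Steps: Tsg101 binding domain dispensed (10 uM final), compounds pinned in DMSO, FITC-labeled PTAP-motif peptide added (50 nM final); after 20 min binding at room temperature, polarization measured.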
# S-ASM inh: human S-ASM enzyme inhibition; P17405; placental ASM, HMU-PC fluorogenic substrate, 60 min; Potency, µM (highest dose often 57.5 µM), for the others: at the top dose activity change, negative = inhibition, actives largely listed as inhibitors; 340,000 tested, 0.006% active; AID 504937; also: potency is read from the fitted curve at half-maximal effect
#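 Human placenta-derived ASM preincubated with compound 10 min at room temperature, then reacted with 9 uM (final) fluorogenic HMU-PC substrate for 60 min at 37 C. Stop solution raises pH to 10; fluorescence read at Ex 386/Em 447 nm.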
# Mito fusion yeast: blocks mitochondrial division or promotes mitochondrial fusion | S. cerevisiae fusion-defective mutant growth rescue, CellTiterGlo 48 h | Potency, µM (series often up to 46.1 µM), inactives show at the top dose growth rescue (activation), hits mostly activators | 320,000 tested, 0.23% active | AID 485298;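 also: potency is read from the fitted curve at half-maximal effect; % of control where 0% means no effect; nearly all actives have a fitted effect of over 45% in size; temperature-sensitive fusion mutants such as fzo1-1 at 37 °C on non-fermentable ethanol glycerol medium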
#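 S. cerevisiae fusion-defective temperature-sensitive mutants (e.g. fzo1-1, mgm1-5) grown 48 h at 37C in YPEG (ethanol/glycerol non-fermentable) medium with 23 nl compound per well; growth rescue read as CellTiterGlo luminescence.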
# MBNL1-CUG inh: inhibitors of human MBNL1 binding to CUG repeat RNA; TR-FRET MBNL1-His/biotin-(CUG)12 binding, 665/545 ratio; Potency, µM (series often up to 57.5 µM), for inactives: at the highest dose activity change, negative = inhibition, usual class: inhibitors; 280,000 tested, 0.036% active; active = well fitted inhibition curve with a large enough effect in the signal ratio, with a control signal flat, not every such curve was filed as active; inconclusive = small, poorly fitted or top-dose-only effect, or effect the other way, or a change in a side signal; inactive = no such curve, though single readings can be large or run the other way; the % refers to the signal ratio; also: potency is read from the fitted curve at half-maximal effect; % is scaled to controls: 0 for no effect and ±100 for the full control effect
# Target sequence (Q9NR56 whole entry, looked up): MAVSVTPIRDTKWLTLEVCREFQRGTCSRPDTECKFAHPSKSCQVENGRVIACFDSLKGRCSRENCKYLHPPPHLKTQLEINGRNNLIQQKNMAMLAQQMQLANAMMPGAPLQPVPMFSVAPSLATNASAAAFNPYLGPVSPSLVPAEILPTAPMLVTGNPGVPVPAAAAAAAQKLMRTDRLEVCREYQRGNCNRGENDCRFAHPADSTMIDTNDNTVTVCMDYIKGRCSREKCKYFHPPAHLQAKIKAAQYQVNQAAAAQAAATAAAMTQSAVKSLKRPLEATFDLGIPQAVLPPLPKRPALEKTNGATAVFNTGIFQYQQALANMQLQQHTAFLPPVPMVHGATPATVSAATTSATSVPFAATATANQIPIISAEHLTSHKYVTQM
#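 TR-FRET between His-tagged MBNL1 and biotin-(CUG)12 RNA, detected with Tb anti-His antibody (0.055 ng/ul) and streptavidin-XL665 (5 nM), 60 min at room temperature. Compounds titrated 92 nM to 58 uM; 665/545 nm ratio normalized to buffer and complex controls.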
# CXXC DNA block: blocks binding of human MLL CXXC domain to DNA | Potency, µM (doses to about 115 µM), for inactives: at the top dose activity change, negative = inhibition, usual class: inhibitors | Q03164 | 290,000 tested, 0.037% active | MLL-CXXC / FITC-HOXA9 DNA fluorescence polarization; active = well fitted inhibition curve with a large enough effect in the polarisation, with a control signal flat, not every such curve was filed as active; inconclusive = small, poorly fitted or top-dose-only effect, or effect the other way, or a change in a side signal; inactive = no such curve, though single readings can be large or run the other way; the % refers to the polarisation; also: potency is read from the fitted curve at half-maximal effect
#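 Purified MLL-CXXC (added from a 7 uM solution) was preincubated 5 min at ambient with pinned compounds in 50 mM Tris-HCl pH 7.5, 50 mM NaCl, 1 mM DTT, 0.05% BSA. Fluorescein-labeled HOX-A9 DNA (50 nM solution) followed, 30 min, then polarization read.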
# A-T KAP1 phos: candidate therapy for ataxia-telangiectasia | […] A-T fibroblasts, KAP-1 phosphorylation AlphaLISA; neocarzinostatin DNA damage 30 min before lysis | 320,000 tested, 0.19% active | Potency, µM (titrated, usually from 57.5 µM), inactives show at the highest dose activation, hits mostly activators | AID 485349; also: potency is read from the fitted curve at half-maximal effect; % of control where 0% means no effect; nearly all actives have a fitted effect of over 45% in size
#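 ATM-like activity read as KAP-1 phosphorylation via AlphaLISA donor/acceptor antibody pairs after lysis and 6 hr at 25C. Cells were ATM-null patient fibroblasts ([…], hTERT), dosed 60 min, then exposed to the DSB inducer NCS for 30 min.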
# a7 integrin act: activates integrin-mediated alleviation for muscular dystrophy; 350,000 tested, 0.064% active; alpha7betagal myoblasts, beta-gal FDG fluorescence, 48 h; Potency, µM (highest dose often 38.3 µM), without a hit: top-dose activation, most hits filed as activators;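 also: potency is read from the fitted curve at half-maximal effect; 100% = response of the positive control SU9516; nearly all actives have a fitted effect of over 60% in size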
#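 Alpha7betagal+/- myoblasts (passage 13) were plated 16-24 hr, then exposed to compounds (1:260 dilution of DMSO stock) for 48 hours at 37C. After MPER lysis, β-galactosidase reporter activity was read as FDG fluorescence (ex 480/em 540) after 30 minutes.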
# The depositor's hits bear a star; ? = inconclusive; nt = no result given; [ ] = remark or other dose. Unless noted, calls follow the shape of the dose curve; as a rule, active = well fitted curve in the direction sought with a large enough effect; inconclusive = small, poorly fitted or top-dose-only effect, or another doubt; inactive = no such curve, though single readings can be large; an effect the other way counts as inactive or inconclusive. Only part of the results is shown; count on the stated rates, not on these rows.
SMILES,TCR activator,TSHR antag,Menin-MLL TR inh,PTAP TSG101 blk,S-ASM inh,Mito fusion yeast,MBNL1-CUG inh,CXXC DNA block,A-T KAP1 phos,a7 integrin act
Cc1ncc(CO)c2c1OC(C)(C)OC2,6.4%,3.8,7.8%,-2.9%,-0.6%,-1.6%,0.9%,-0.6%,-0.1%,10.2%
COC(=O)c1sc(N)c(C(=O)OC)c1COC(=O)CNS(=O)(=O)c1ccc(C)cc1,2.3%,16.3,7.6%,-1.4%,-1.1%,0.2%,nt,10.7%,-3.5%,?
COc1ccccc1NC(=O)CSc1sc2c(O)cc(=O)[nH]c2c1C#N,3.9%,1.7,?,-6.9%,-0.9%,-3.5%,?,5.6%,-0.6%,5.7%
COc1cc(/C=C/C(=O)OCC(=O)Nc2ccc(Cl)cn2)ccc1O,nt,11.2,nt,-3.9%,11.9%,2.9%,nt,nt,4.0%,-7.4%
Cc1ccc(C(=O)NCCCNC(=O)COc2ccccc2Cl)cn1,-3.3%,12.3,nt,0.4%,-0.4%,1.4%,-3.1%,5.9%,-3.8%,2.0%
O=c1c2ccccc2nc2n1CCCS2,-4.1%,10.9,16.4%,-4.4%,-0.2%,-0.1%,3.4%,-1.0%,-0.9%,33.8%
COc1ccc(CCNC(=O)c2cc(-c3cc(C)cc(C)c3O)n[nH]2)cc1OC,3.2%,2.0,nt,-11.5%,-26.1%,2.8%,2.1%,-0.8%,-2.5%,44.6%
COc1ccccc1N1CCN(S(=O)(=O)Cc2ccccc2Cl)CC1,-1.1%,nt,4.1%,-0.3%,2.3%,5.9%,-15.4%,2.1%,nt,-26.5%
COc1ccc(C(=O)CC(=O)C(=O)Nc2ccccc2)cc1,0.8%,3.8,-29.0%,-1.8%,3.8%,9.9%,-0.4%,?,-9.5%,?
Cc1[nH]n(-c2ccccc2)c(=O)c1N=Nc1nccs1,13.2%,-8.5,?,-3.6%,-3.3%,-1.5%,?,-29.3%,-6.1%,-23.2%
CCOC(=O)c1ccc(NC(=S)NNC(=O)COC)cc1,-4.9%[46.1 µM],43.6,2.4%,-2.1%,3.3%,1.6%,nt,?,-3.1%,-6.7%
CC(=O)Nc1ccc(NC(=O)CSC2=NS(=O)(=O)c3ccccc3N2)cc1,-1.5%,3.7,nt,-5.2%,1.5%,0.1%,nt,nt,-7.5%,0.6%
O=C1CCN(Cc2ccccc2)C(=O)N1,5.3%,nt,nt,-5.4%,0.6%,nt,nt,nt,nt,9.8%
COC(=O)C(Cc1ccccc1)NC(=O)CNC(=O)c1sc2ccccc2c1Cl (centres undefined),6.5%,3.1,7.2%,-1.6%,-6.3%,3.4%,10.9%,2.1%,-6.8%,-0.2%
NC(=O)c1ccc(C(F)(F)F)n(Cc2c(Cl)cccc2Cl)c1=O,-1.7%,7.9,?,-7.9%,-17.2%,-0.3%,4.3%,-4.6%,2.8%,7.0%[7.66 µM]
O=C(CSc1nc2ccccc2[nH]1)NC1CCCC1,-61.3%,5.4,-8.1%,-0.7%,0.9%,1.4%,-3.3%,-1.6%,-7.1%,0.0%
O=c1[nH]c2ccc(Cl)cc2c(=O)n1Cc1ccco1,-13.8%,4.3,7.2%,-4.1%,6.9%,0.7%,-1.7%,9.8%,4.0%,-7.6%
COc1ccc(CC(=O)Nc2ccc(C)c(S(=O)(=O)N3CCCCCC3)c2)cc1,-11.3%,-13.0,nt,1.4%,-4.7%,11.0%,nt,nt,-2.4%,-3.2%
CCCC(=O)Nn1cnc2c(c1=O)C1(CCCCC1)Cc1ccccc1-2,-19.6%,-6.4,-1.4%,-0.9%,-7.1%,2.9%,6.2%,-4.2%,3.2%,7.4%
O=C(Nc1ncccn1)C1=C(O)c2ccccc2S(=O)(=O)N1Cc1ccccc1,-5.4%,-2.2,22.4%,-1.7%,-2.9%,3.0%,-1.8%,-7.1%,-3.3%,-23.5%
O=S(=O)(c1cccc2ccccc12)N1CCC2CC1c1cc(Cl)ccc12 (centres undefined),-6.7%,nt,nt,-6.1%,-1.8%,nt,nt,nt,nt,-7.7%
O=C(CCSCc1ccccc1F)NCc1ccc(F)cc1,-0.9%,-3.1,0.9%,-1.0%,-1.3%,2.6%,-8.1%,-0.1%,-5.3%,12.0%
COc1ccc(S(=O)(=O)N2CCC(C(=O)NCCOc3ccccc3F)CC2)cc1OC,1.4%,7.9,nt,-8.6%,4.2%,-0.7%,nt,nt,-3.3%,3.6%
CC(NS(=O)(=O)c1ccc(Cl)cc1)C(=O)Nc1ccc2c(c1)OCCO2 (centres undefined),6.9%,4.6,17.9%,1.4%,-3.9%,3.8%,0.0%,16.2%,2.9%,2.5%
CC(C)OC(=O)CN1CCN(c2ccc(Cl)cc2)CC1,1.2%,10.4,-17.7%,-2.2%,-0.5%,1.1%,2.6%,11.0%,3.7%,5.7%
COc1ccc2cc(CN(CCc3ccccc3)Cc3nnnn3CC3CCCO3)c(=O)[nH]c2c1 (centres undefined),1.4%,14.6,-8.6%,-7.5%,12.2%,1.8%,-3.1%,1.4%,18.1%,14.3%
O=C(COC(=O)c1ccc(S(=O)(=O)N2CCCC2)cc1)Nc1cccnc1Cl,-4.5%,4.1,-6.6%,-0.4%,5.0%,2.8%,-3.3%,0.1%,-8.5%,5.3%
CC[C@H](C)[C@@H](CNC)NC[C@@H](Cc1ccc(O)cc1)NCC(C)(C)C,-9.1%,2.1,-8.7%,0.0%,5.4%,-3.0%,0.3%,7.7%,-1.4%,-12.4%
Cc1nsc2c1ccc1ccccc12,7.5%,6.1,-1.9%,-1.4%,3.2%,-2.3%,-11.9%,4.1%,3.5%,28.1%
Cc1nn(-c2ccccc2)c(Cl)c1C(=O)N(C)c1nc(-c2ccc(F)cc2)cs1,-13.8%[46.1 µM],5.2,1.9%,nt,nt,-1.8%,-2.6%,10.2%,-1.3%,nt
Clc1ccc(-c2nnc(CSc3nnc(-c4cccs4)n3Cc3ccccc3)o2)cc1,-3.4%,-17.1,-11.7%,-6.2%,-15.7%,?,-16.6%,2.1%,-8.2%,-21.7%
CC1CCCCN1CCCNC(=O)c1ccc2c(=O)n(CCc3ccccc3)c(=O)[nH]c2c1 (centres undefined),nt,-9.4,-5.8%,-3.8%,89.9%[activator],2.0%,-3.6%,25.2%,1.9%,-66.0%[inhibitor]
COc1ccc(-c2cc(C(=O)NC3CCCCC3)no2)cc1OC,-7.2%,5.1,1.6%,0.8%,-0.8%,0.3%,-3.3%,-3.3%,0.6%,28.9%
COc1ccc(-n2c(C)c(C(C)=O)c3cc(OC(C)=O)ccc32)cc1,nt,-1.2,-23.0%,2.9%,-23.2%,-4.2%,-2.4%,-1.4%,-2.9%,10µM*
CC(=O)c1ccc(OCc2cc(C(=O)N(C)Cc3ccon3)no2)cc1,-1.4%,3.0,nt,nt,1.9%,0.9%,-7.7%,6.3%,8.4%,-40.8%
Cc1ccc(-n2c(C)nnc2SCC(=O)N2CCOCC2)cc1,0.0%,4.2,9.4%,-10.0%,-0.7%,-6.0%,-9.4%,-8.7%,-5.3%,-14.7%
Cc1nc2ccccn2c1C(=O)NN=C1CCN(C)CC1,2.1%,-7.3,-3.4%,-2.3%,3.5%,3.2%,8.0%,-3.5%,0.7%,11.4%
O=C(Nc1ccc(-c2nc3ccccc3o2)cc1)c1ccc2c(c1)OCO2,-3.5%,nt,-27.7%,-11.4%,1.0%,1.8%,25.3%,11.7%,nt,-30.0%
COc1cccc(CNC(=O)C2CCCN(c3ncnc4c3nc3n4CCCCC3)C2)c1 (centres undefined),-4.3%,-0.6,nt,-3.1%,-3.5%,23.7%,-1.8%,-1.2%,6.3%,0.0%
CCOc1ccc(C(=O)CCNC(Cc2cnc[nH]2)C(=O)O)cc1 (centres undefined),-1.6%,24.3,5.2%,-7.0%,1.3%,2.2%,-0.1%,5.9%,-11.6%,-38.8%
COc1ccccc1N(CC(=O)NC1CCCC1)C(=O)C1(C)CC(=O)N=C2C=CC(C)=CN21 (centres undefined),-1.1%,22.9,6.2%,-5.7%,172.1%[activator],-0.1%,3.1%,3.3%,4.4%,?
OCCNC(=S)Nc1ccc2c(c1)OCCO2,2.2%,11.7,nt,-2.2%,1.5%,-1.1%,nt,2.3%,-4.8%,5.5%
